USP2a inh: qHTS Assay for Inhibitors of Ubiquitin-specific Protease USP2a Using CHOP2 as the Reporter. 330,000 tested, 0.01% active. USP2 core, Ub-CHOP2 coupled fluorogenic reporter, 485/531. Ubiquitin carboxyl-terminal hydrolase 2 (Homo sapiens), O75604. Potency, µM (titrated, usually from 38.3 µM), without a hit: at the top dose activity change, negative = inhibition, actives largely listed as inhibitors;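 also: potency is read from the fitted curve at half-maximal effect; plate controls were DMSO wells for no effect and full inhibition by NEM control for full effect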
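USP2 core (10nM final) preincubated 30min RT with compound in 20mM Tris-HCl pH 8.0, 2mM CaCl2, 2mM beta-mercaptoethanol, 0.05% CHAPS; 25nM Ub-CHOP2 plus 25nM reporter substrate added, fluorescence (Ex485/Em531) read after 60min.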
Menin MLL FP TR: qHTS Assay for Inhibitors Targeting the Menin-MLL Interaction in MLL Related Leukemias: Competition With Texas Red Labeled MLL-derived Mutant Peptide; 270,000 tested, 0.23% active; Potency, µM (titrated, usually from 61.6 µM), for the others: top-dose FP activity change, negative = inhibition, hits mostly inhibitors; O00255; Menin + Texas Red MLL mutant peptide, fluorescence polarization; active = well fitted inhibition curve with a large enough effect in the polarisation, with a control signal flat, not every such curve was filed as active; inconclusive = small, poorly fitted or top-dose-only effect, or effect the other way, or a change in a side signal; inactive = no such curve, though single readings can be large or run the other way; the % refers to the polarisation; also: potency is read from the fitted curve at half-maximal effect; % of control where 0% means no effect; many of its hits are not listed in these tables
Target sequence (O00255 whole entry, looked up): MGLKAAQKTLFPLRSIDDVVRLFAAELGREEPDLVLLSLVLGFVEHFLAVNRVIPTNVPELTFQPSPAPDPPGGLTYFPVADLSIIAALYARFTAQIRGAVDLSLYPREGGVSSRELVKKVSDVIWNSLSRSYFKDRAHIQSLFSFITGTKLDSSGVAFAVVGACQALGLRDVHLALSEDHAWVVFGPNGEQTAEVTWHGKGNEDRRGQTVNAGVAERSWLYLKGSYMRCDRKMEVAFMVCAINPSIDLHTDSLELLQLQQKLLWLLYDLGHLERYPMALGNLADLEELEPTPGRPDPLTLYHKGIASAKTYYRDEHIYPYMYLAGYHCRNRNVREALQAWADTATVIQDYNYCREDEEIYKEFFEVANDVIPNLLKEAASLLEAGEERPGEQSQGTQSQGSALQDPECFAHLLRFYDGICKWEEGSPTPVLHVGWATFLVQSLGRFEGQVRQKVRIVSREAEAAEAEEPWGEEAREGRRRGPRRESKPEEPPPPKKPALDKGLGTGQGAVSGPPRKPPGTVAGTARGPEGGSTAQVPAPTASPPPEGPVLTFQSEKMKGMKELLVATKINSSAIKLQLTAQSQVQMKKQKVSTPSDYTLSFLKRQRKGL
PKM2 act: qHTS Assay for Activators of Human Muscle isoform 2 Pyruvate Kinase; Pyruvate kinase PKM (Homo sapiens), P14618; purified PKM2, Kinase-Glo ATP luminescence, activation; response scale: 0% is enzyme alone, no compound; Potency, µM (highest dose often 57.5 µM), inactives show at the top dose activation, usual class: activators; 260,000 tested, 0.34% active; AID 1631, 2009; also: potency is read from the fitted curve at half-maximal effect; % is scaled to controls: 0 for no effect and ±100 for the full control effect; nearly all actives have a fitted effect of over 55% in size
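Purified hPK-M2 (>95%) run at intermediate activity with 0.1 mM ADP and 0.5 mM PEP in 50 mM imidazole pH 7.2, KCl, MgCl2; 1 h room temperature. ATP formed read by Kinase-Glo luminescence; normalized to uninhibited and no-enzyme controls.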
Giardia killer: Small Molecules that selectively kill Giardia lamblia: qHTS | Giardia lamblia trophozoite viability | activity change, % at 7.66 µM, hits read low | 340,000 tested, 0.15% active | AID 540267, 2011; in the data active = activity change below about -80%; inconclusive = between about -30% and that limit;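 also: parasites exposed to compound for two days anaerobically before the ATP read; % is scaled to controls: 0 for no effect and ±100 for the full control effect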
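Giardia trophozoites, 100 cells per well, were exposed to compounds for 48 hrs at 37 deg C under anaerobic conditions; viability was then read as ATP content by bioluminescence after 15-30 min at room temperature.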
KCNH2 3.1 inh: qHTS for Inhibitors of KCHN2 3.1: Mutant qHTS; U2OS KCNH2 3.1, thallium flux FluxOr; active compounds read low; 340,000 tested, 0.95% active; activity change, % (tested at about 1.8 µM); Potassium voltage-gated channel subfamily H member 2, brain isoform KCNH2 3.1 (human);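 active = maximum activity change below -70%; inconclusive = maximum activity change from -70% to -50%; inactive = maximum activity change above -50%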;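 also: thallium influx rate constant from kinetic fluorescence after stimulation buffer; % is scaled to controls: 0 for no effect and ±100 for the full control effect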
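Thallium flux via FluxOr fluorescence (Red40 quencher, 45 min loading) in U2OS cells virally expressing the KCNH2 3.1 isoform (1.77 x 10^8 /mL virus, overnight at 37 C). Rate constants from 2-min kinetic reads post-stimulation, normalised to positive and negative controls.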
B2AR arrestin: qHTS assay of beta-arrestin-biased ligands of beta2-adrenergic receptor; Beta-2 adrenergic receptor (Homo sapiens), P07550; beta-arrestin recruitment to beta2AR, cell-based reporter; Potency, µM (titrated, usually from 46.1 µM), inactives show top-dose activation, hits mostly activators; 330,000 tested, 0.02% active;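 also: potency is read from the fitted curve at half-maximal effect; 0% = DMSO controls and full agonism = EC100 isoproterenol or metaproterenol; nearly all actives have a fitted effect of over 65% in size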
FBPA coupling cs: qHTS Assay for Inhibitors of Fructose-1,6-bisphosphate Aldolase from Giardia Lamblia: Coupling assay counterscreen; coupling enzyme system counterscreen, AmpLite Red fluorescence; 290,000 tested, 0.67% active; AID 2472, 2010; activity change, negative = inhibition, % at 58.2 µM, hits read low; in the data active = activity change below about -30%; also: % is scaled to controls: 0 for no effect and ±100 for the full control effect
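Coupling enzymes only (glyceraldehyde-3-phosphate) + compound, at 57.5 uM final, 10 min RT; add substrate/coupling/AmpLite Red mix, 20 min RT; fluorescence ex 525/em 598 nm. Actives flag coupling-system interference.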
GALK inh: qHTS Assay for Inhibitors of Human Galactokinase (GALK); Purified GALK, Kinase-Glo residual ATP luminescence; AID 1868, 2009; Potency, µM (doses to about 57.5 µM), for the others: at the top dose activity change, negative = inhibition, most hits filed as inhibitors; P51570; 270,000 tested, 0.007% active; also: potency is read from the fitted curve at half-maximal effect; % is scaled to controls: 0 for no effect and ±100 for the full control effect
Target sequence (P51570 whole entry, looked up): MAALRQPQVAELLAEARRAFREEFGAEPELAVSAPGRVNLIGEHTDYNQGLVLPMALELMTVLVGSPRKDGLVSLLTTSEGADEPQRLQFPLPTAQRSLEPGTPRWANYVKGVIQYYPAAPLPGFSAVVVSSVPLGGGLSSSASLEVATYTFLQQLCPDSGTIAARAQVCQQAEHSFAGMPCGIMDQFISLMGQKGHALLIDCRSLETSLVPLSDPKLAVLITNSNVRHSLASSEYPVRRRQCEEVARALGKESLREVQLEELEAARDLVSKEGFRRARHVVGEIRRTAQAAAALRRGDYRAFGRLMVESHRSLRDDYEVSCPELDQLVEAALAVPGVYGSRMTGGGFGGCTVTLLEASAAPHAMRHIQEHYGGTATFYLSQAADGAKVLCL
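The enzyme phosphorylates galactose (100 uM) using ATP (35 uM); inhibition is detected as higher residual ATP, quantified by bioluminescence after 1 h reaction at room temperature, pH 8.0.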
TRPV1 ag: HTS Assay for Compounds that Act as Agonists of the Vanilloid Receptor 1; activation, % at 8.33 µM; TRPV1-expressing cells, Fluo-8 calcium influx, agonist mode; 320,000 tested, 0.19% active; in the data active = activation above about 80%; inconclusive = between about 30% and that limit; also: 0% is about no effect
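Fluo-8 calcium influx in TRPV1-expressing cells, kinetic read (ex 480/em 520 nm). Compound added and read 3 min for agonist activity, followed by capsaicin at EC20 final and 2 min further read for enhancement.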
hERG WT inh: qHTS for Inhibitors of KCHN2 3.1: Wildtype qHTS; U2OS, BacMam KCNH2, thallium flux FluxOr; active compounds read low; AID 720551, 2013; activity change, % at 1.84 µM; 340,000 tested, 0.37% active;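 active = maximum activity change below -70%; inconclusive = maximum activity change between -70% and -50%; inactive = maximum activity change above -50%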; also: % is scaled to controls: 0 for no effect and ±100 for the full control effect
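U2OS cells transduced with wild-type KCNH2 virus are loaded with FluxOr dye for 45 min, and thallium flux is measured in kinetic reads before and after stimulation buffer. Rate constants are normalized to DMSO controls.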
CXXC DNA block: qHTS Fluorescence Polarization Assay for Inhibitors of MLL CXXC domain - DNA interaction; Histone-lysine N-methyltransferase 2A (Homo sapiens), Q03164; MLL-CXXC / FITC-HOXA9 DNA fluorescence polarization; Potency, µM (titrated, usually from 115 µM), without a hit: top-dose activity change, negative = inhibition, usual class: inhibitors; 290,000 tested, 0.037% active; active = well fitted inhibition curve with a large enough effect in the polarisation, with a control signal flat, not every such curve was filed as active; inconclusive = small, poorly fitted or top-dose-only effect, or effect the other way, or a change in a side signal; inactive = no such curve, though single readings can be large or run the other way; the % refers to the polarisation; also: potency is read from the fitted curve at half-maximal effect
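Steps: dispense CXXC domain solution (7 uM) → pin compounds or unlabeled HOX-A9 DNA control → 5 min ambient → add FLSN-HOX-A9 solution (50 nM) → spin → 30 min ambient → fluorescence polarization. Tris pH 7.5/NaCl/DTT/BSA buffer.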
Numbers without * were called inactive; [ ] = remark or other dose. Unless noted, calls follow the shape of the dose curve; as a rule, active = well fitted curve in the direction sought with a large enough effect; inconclusive = small, poorly fitted or top-dose-only effect, or another doubt; inactive = no such curve, though single readings can be large; an effect the other way counts as inactive or inconclusive.

`COc1ccc(-c2nn(C)c3sc(C(=O)NCc4ccco4)cc23)cc1OC` gave USP2a inh 0%, Menin MLL FP TR 26%, PKM2 act 1%, Giardia killer 4, KCNH2 3.1 inh 1, B2AR arrestin -0.1%, FBPA coupling cs 0, GALK inh 0%, TRPV1 ag 0, hERG WT inh -5 and CXXC DNA block 49%[activator].
For COc1cccc(N2CCN(C(=O)c3ccc(CS(=O)Cc4ccc(C)cc4)o3)CC2)c1 (stereo not given) the results were USP2a inh -8%, Menin MLL FP TR -25%, Giardia killer -12, KCNH2 3.1 inh -6, B2AR arrestin -0.1%, FBPA coupling cs 6, GALK inh 3%, TRPV1 ag -1, hERG WT inh 0 and CXXC DNA block 8%.
`O=[N+]([O-])c1ccc(O)c(/C=N/NC2=NS(=O)(=O)c3ccccc32)c1` gave USP2a inh -3%, Menin MLL FP TR inconclusive, PKM2 act -3%, Giardia killer 12, KCNH2 3.1 inh -4, B2AR arrestin -0.2%, FBPA coupling cs 14, GALK inh -2%, TRPV1 ag 2, hERG WT inh inactive and CXXC DNA block 15%.
Screening COC(=O)c1cc(C#N)c(N2CC(C)OC(C)C2)nc1C (stereo not given) returned USP2a inh 0%, Menin MLL FP TR -13%, PKM2 act 3%, Giardia killer 8, KCNH2 3.1 inh 7, B2AR arrestin 0.0%, FBPA coupling cs 7, GALK inh 8%, TRPV1 ag 13, hERG WT inh 1 and CXXC DNA block 18%.
For CN(C)CCN(C(=O)c1ccccc1Cl)c1nc2c(Cl)cccc2s1 the results were USP2a inh 0%, Menin MLL FP TR -2%, PKM2 act -9%, Giardia killer 36[activator], KCNH2 3.1 inh -37, B2AR arrestin 0.0%, FBPA coupling cs -8, GALK inh 0%, TRPV1 ag 12, hERG WT inh -2 and CXXC DNA block -7%.
`FC(F)(F)c1nc(NCC2CCCO2)c2nnn(Cc3ccccc3Cl)c2n1` (stereo not given) gave USP2a inh -2%, Menin MLL FP TR inconclusive, PKM2 act 0%, Giardia killer 1, KCNH2 3.1 inh -17, B2AR arrestin 0.1%, FBPA coupling cs 1, GALK inh 8%, TRPV1 ag 24, hERG WT inh -9 and CXXC DNA block 7%.
Screening Cc1ccccc1OCC(=O)Nc1ccc2c(c1)OCO2 returned USP2a inh 3%, Menin MLL FP TR 4%, PKM2 act -1%, Giardia killer 19, KCNH2 3.1 inh -1, B2AR arrestin -0.8%, FBPA coupling cs 2, GALK inh -1%, TRPV1 ag inconclusive, hERG WT inh 2 and CXXC DNA block 0%.
CCOc1ccccc1N(CC)C(=O)c1ccc2c(=O)n3c(nc2c1)CCCCC3 was read as USP2a inh 1%, Menin MLL FP TR -26%, Giardia killer 10, KCNH2 3.1 inh 8, B2AR arrestin -0.4%, FBPA coupling cs -3, GALK inh 0%, TRPV1 ag 11, hERG WT inh -23 and CXXC DNA block 1%.
For COc1ccc(/C=C/C(=O)Nc2ccncc2)cc1OC the results were USP2a inh 8%, Menin MLL FP TR -2%, PKM2 act 12%, Giardia killer -18, KCNH2 3.1 inh -4, B2AR arrestin 0.5%, FBPA coupling cs 5, GALK inh -2%, TRPV1 ag 3, hERG WT inh -1 and CXXC DNA block 1%.
For CCN1CCCC1CNC(=O)c1cc2cc(OC)c(OC)cc2[nH]1 (stereo not given) the results were USP2a inh 1%, Menin MLL FP TR 0%, Giardia killer 5, KCNH2 3.1 inh -10, B2AR arrestin -0.2%, FBPA coupling cs 0, TRPV1 ag -3, hERG WT inh -3 and CXXC DNA block 6%.
CCOc1ccc(NC(=O)c2ccc(N3CC4CC(C3)c3cccc(=O)n3C4)c(NC(=O)c3cccnc3)c2)cc1 (stereo not given) was read as USP2a inh -1%, Menin MLL FP TR -7%, PKM2 act 0%, Giardia killer 6, KCNH2 3.1 inh -12, B2AR arrestin 0.1%, FBPA coupling cs 1, GALK inh 14%, TRPV1 ag 0, hERG WT inh -10 and CXXC DNA block 2%.
For COc1ccc(C(c2c(O)ccc3ccccc23)N2CCOCC2)c(OC)c1 (stereo not given) the results were USP2a inh -14%, Menin MLL FP TR 9%, PKM2 act 2%, Giardia killer 5, KCNH2 3.1 inh -6, B2AR arrestin 0.0%, FBPA coupling cs 3, GALK inh 7%, TRPV1 ag 14, hERG WT inh 2 and CXXC DNA block 2%.
O=C(NCCN1CCOCC1)c1cc2sccc2n1Cc1ccc(F)cc1 was read as USP2a inh 0%, Menin MLL FP TR -4%, PKM2 act -5%, Giardia killer 7, KCNH2 3.1 inh -11, B2AR arrestin 0.1%, FBPA coupling cs -3, GALK inh -1%, TRPV1 ag 19, hERG WT inh 55 and CXXC DNA block -3%.
Screening O=C(CN1CCCCC1)Nc1ccc(Br)cc1[N+](=O)[O-] returned USP2a inh 2%, Menin MLL FP TR -27%, PKM2 act inconclusive, Giardia killer -23, KCNH2 3.1 inh -6, B2AR arrestin 0.0%, FBPA coupling cs 3, GALK inh 2%, TRPV1 ag 19, hERG WT inh -3 and CXXC DNA block -10%.
For O=C(c1ccc(Cl)cc1)N1CCCC(C(=O)N2CCN(c3ccccc3)CC2)C1 (stereo not given) the results were USP2a inh 0%, PKM2 act -9%, Giardia killer inconclusive, KCNH2 3.1 inh 10, B2AR arrestin -0.2%, FBPA coupling cs -3, GALK inh 2%, TRPV1 ag -9, hERG WT inh 6 and CXXC DNA block -10%.
Screening N#Cc1ccccc1OCC(=O)Nc1ccc2c(c1)OCCO2 returned USP2a inh -1%, Giardia killer -5, KCNH2 3.1 inh 10, B2AR arrestin 0.3%, TRPV1 ag 2 and hERG WT inh 10.
C#CCOCCOCCOCCNc1nc(N2CCN(C(=O)C([C@@H](C)CC)n3cc(C(N)CC(C)C)nn3)CC2)nc(N2CCN(C(=O)[C@H](CCC(=O)O)n3cc(C(N)CC(C)C)nn3)CC2)n1 (stereo not given in full) was read as USP2a inh 0%, Menin MLL FP TR -18%, PKM2 act -1%, Giardia killer 3, KCNH2 3.1 inh 14, B2AR arrestin 0.1%, FBPA coupling cs 4, GALK inh 1%, TRPV1 ag 2, hERG WT inh -6 and CXXC DNA block inconclusive.
O=c1cnnc(Nc2ccccc2F)[nH]1 was read as USP2a inh 3%, Menin MLL FP TR 4%, PKM2 act 0%, Giardia killer -12, KCNH2 3.1 inh -4, B2AR arrestin -0.1%, FBPA coupling cs 1, GALK inh 8%, TRPV1 ag -2, hERG WT inh 2 and CXXC DNA block -5%.
O=C(NCc1ccco1)c1sc2cc(Cl)ccc2c1Cl was read as USP2a inh 2%, Menin MLL FP TR 19%, PKM2 act 26%, Giardia killer 4, KCNH2 3.1 inh 5, B2AR arrestin 0.1%, FBPA coupling cs 0, GALK inh -3%, TRPV1 ag -2, hERG WT inh -2 and CXXC DNA block 6%.
Screening Cc1ccc(-n2nnnc2SC(C)C(=O)Nc2ccc(Cl)cn2)cc1 (stereo not given) returned USP2a inh -12%, Menin MLL FP TR 3%, PKM2 act -8%, Giardia killer -11, KCNH2 3.1 inh 1, B2AR arrestin 0.0%, FBPA coupling cs -5, GALK inh 1%, TRPV1 ag 1, hERG WT inh 31 and CXXC DNA block -5%.
For CCN(CC)c1ccc(C2C(C(=O)OC(C)C)C(=O)CC(C)(O)C2C(=O)OC(C)C)cc1 (stereo not given) the results were USP2a inh 5%, Menin MLL FP TR inconclusive, PKM2 act -1%, Giardia killer -8, KCNH2 3.1 inh 2, B2AR arrestin 0.0%, FBPA coupling cs -1, GALK inh 0%, TRPV1 ag inconclusive, hERG WT inh 4 and CXXC DNA block -16%.
Screening O=S(=O)(NCCCc1ccccc1)c1ccc(F)c(F)c1 returned USP2a inh 1%, Menin MLL FP TR 15%, PKM2 act -9%, Giardia killer 6, KCNH2 3.1 inh 8, B2AR arrestin 0.2%, FBPA coupling cs -2, GALK inh -1%, TRPV1 ag 6, hERG WT inh -6 and CXXC DNA block 3%.

From PubChem

Some of the compounds tested; the hit share may differ from the screen's.
